Bioassay records from PubChem.
BAP1 block – inhibitors of human BAP1 deubiquitinase | Q92560 | recombinant BAP1, Ub-AMC hydrolysis fluorescence kinetic; active compounds read low | AID 436 | 72,000 compounds, 0.48% hits | activity remaining (% of control), % at 20 µM;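 active means activity remaining at or below 50% of control, provided the compound also passes the data quality filters; inactive means the rest, including low values that fail the filters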;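 further: 100% = DMSO wells rate and 0% = substrate alone blank rate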
Target sequence (Q92560 whole entry, looked up): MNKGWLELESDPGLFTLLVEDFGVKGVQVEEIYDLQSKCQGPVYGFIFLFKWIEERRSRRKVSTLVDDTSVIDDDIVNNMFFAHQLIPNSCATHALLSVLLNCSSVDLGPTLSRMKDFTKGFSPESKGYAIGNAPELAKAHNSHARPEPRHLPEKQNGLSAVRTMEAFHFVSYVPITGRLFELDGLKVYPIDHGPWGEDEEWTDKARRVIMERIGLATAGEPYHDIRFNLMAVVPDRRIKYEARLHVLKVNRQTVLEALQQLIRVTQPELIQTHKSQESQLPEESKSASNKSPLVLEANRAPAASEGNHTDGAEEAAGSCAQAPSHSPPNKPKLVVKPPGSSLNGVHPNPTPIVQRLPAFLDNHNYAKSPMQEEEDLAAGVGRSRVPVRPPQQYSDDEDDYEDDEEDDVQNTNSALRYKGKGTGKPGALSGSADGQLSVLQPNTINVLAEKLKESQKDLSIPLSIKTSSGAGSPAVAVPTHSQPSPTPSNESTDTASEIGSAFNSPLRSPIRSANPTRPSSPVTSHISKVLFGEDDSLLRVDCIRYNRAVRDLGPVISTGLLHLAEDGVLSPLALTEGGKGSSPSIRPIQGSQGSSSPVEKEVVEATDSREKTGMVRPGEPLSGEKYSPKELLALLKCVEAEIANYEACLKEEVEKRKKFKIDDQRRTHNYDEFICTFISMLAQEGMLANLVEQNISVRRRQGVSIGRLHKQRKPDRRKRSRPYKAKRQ
HePTP inhibitor – human HePTP phosphatase inhibition; P35236; recombinant HePTP phosphatase activity, OD absorbance; inhibition, % at 20 µM; 110,000 compounds, 0.64% hits; AID 521; in the data active means inhibition above about 50%;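 further: plate controls were vehicle for no effect and reference inhibitor for full effect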
Target sequence (P35236 whole entry, looked up): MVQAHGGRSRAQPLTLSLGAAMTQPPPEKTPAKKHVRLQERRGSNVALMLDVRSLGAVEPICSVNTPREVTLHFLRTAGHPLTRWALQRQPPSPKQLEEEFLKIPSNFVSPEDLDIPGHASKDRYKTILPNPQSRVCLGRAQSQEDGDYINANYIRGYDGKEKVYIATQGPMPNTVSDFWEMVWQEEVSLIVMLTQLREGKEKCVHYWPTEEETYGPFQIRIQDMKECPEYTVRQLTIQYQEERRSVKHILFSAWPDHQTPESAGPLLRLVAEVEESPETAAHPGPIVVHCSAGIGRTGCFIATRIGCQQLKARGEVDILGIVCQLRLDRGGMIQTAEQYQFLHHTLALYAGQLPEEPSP
An asterisk follows results filed as active.

CN(C)C(N)=NCCC[C@H](N)C(=O)O was read as BAP1 block 99.
O=C(OC(C(=O)NC1CCCC1)c1ccccc1F)c1ccco1 (stereo not drawn) was read as BAP1 block 104 and HePTP inhibitor 4.
`Cc1cc(NC(=O)CCCOc2ccc(Cl)cc2Cl)no1` gave BAP1 block 88 and HePTP inhibitor 3.
Screening COc1ccc2c(c1OC)C(=O)OC2Nc1ccccn1 (stereo not drawn) returned BAP1 block 99 and HePTP inhibitor 11.
`O=C1C2C3C=CC(C4CC34)C2C(=O)N1c1cc(Cl)cc(Cl)c1` (stereo not drawn) gave HePTP inhibitor -3.
For Cc1ccc(OCCOCCOc2ccc(Br)cc2/C=N\n2cnnc2)cc1 the results were HePTP inhibitor -1.
For C=CCN1C(=O)/C(=C\c2ccc(OS(=O)(=O)c3ccccc3)c(OC)c2)SC1=S the results were HePTP inhibitor 10.
For Cc1ccccc1-c1nc(CN2CCC(C(=O)O)CC2)c(C)o1 the results were BAP1 block 97 and HePTP inhibitor 4.
CC(C)C(c1nnnn1Cc1ccccc1)N1CCN(Cc2ccco2)CC1 (stereo not drawn) was read as BAP1 block 98 and HePTP inhibitor 4.
CC(C)=C1C2C=CC1C(C(=O)Nc1cccc(C)c1)C2C(=O)O (stereo not drawn) was read as BAP1 block 103 and HePTP inhibitor -2.
Screening C=C(C)CN1CCN(S(=O)(=O)c2ccc3c(c2)Cc2cc(S(=O)(=O)N4CCN(CC(=C)C)CC4)ccc2-3)CC1 returned HePTP inhibitor -1.
Screening COc1ccc(OC)c(NC(=O)CN(c2ccc(OC)cc2OC)S(C)(=O)=O)c1 returned HePTP inhibitor 6.
`CC1=C(C(=O)OCCc2ccccc2)C(c2c(F)cccc2Cl)CC(=O)N1` (stereo not drawn) gave HePTP inhibitor 3.
`COC(=O)CCC(=O)NCCc1c[nH]c2ccc(OC)cc12` gave HePTP inhibitor -12.
Screening O=C(CNS(=O)(=O)c1ccccc1)N1CCN(c2ccccc2)CC1 returned BAP1 block 83 and HePTP inhibitor 9.
`CCOC(=O)c1sc(NC(=O)CCc2ccccc2)nc1C` gave HePTP inhibitor 6.
`N#Cc1c2n(c(=O)[nH]c1=O)CCCCC2` gave BAP1 block 98 and HePTP inhibitor 13.
`O=S(=O)(c1cccc(C(F)(F)F)c1)N1CCN(c2nnnn2-c2ccccc2)CC1` gave BAP1 block 85 and HePTP inhibitor 7.
For Cc1nc2ccc(S(=O)(=O)NCC(=O)N3CCc4ccccc43)cc2s1 the results were BAP1 block 88 and HePTP inhibitor -5.
`CCN(CC)CC(=O)Nc1cc(C)c2c(=O)oc3ccccc3c2n1` gave BAP1 block 90 and HePTP inhibitor -3.
Screening O=S(=O)(c1ccc2nc(COc3ccc(Cl)cc3Cl)[nH]c2c1)N1CCOCC1 returned BAP1 block 70 and HePTP inhibitor 2.
For O=c1[nH]c2ccccc2[nH]c1=O the results were BAP1 block 62.
For O=C(NCc1n[nH]c(=S)n1-c1ccccc1)c1ccco1 the results were BAP1 block 95 and HePTP inhibitor -1.
`Cc1cc(=O)oc(C)c1C(=O)Nc1cnc2ccccc2c1` gave BAP1 block 108 and HePTP inhibitor 8.
For COc1cc(C(=O)N2CCN(C3CC4CCC3C4)CC2)cc(OC)c1OC (stereo not drawn) the results were HePTP inhibitor 2.
`CCCCCn1c(SCc2ccncc2)nc2cc(C(=O)NCc3ccco3)ccc2c1=O` gave BAP1 block 71 and HePTP inhibitor -3.
CN(C/C(O)=C(\C#N)c1ccccc1)C1CCCCC1 was read as BAP1 block 87 and HePTP inhibitor 6.
`COCCn1c(=S)[nH]c2ccc(N(C)C)cc2c1=O` gave BAP1 block 96 and HePTP inhibitor 0.
CCOC(=O)c1c(C)c(C(=O)NC2CCCCC2)c(C)n1CC was read as BAP1 block 89 and HePTP inhibitor 3.
Screening Cc1cc(C)n2nc(SC(C)C(=O)NCc3ccco3)nc2n1 (stereo not drawn) returned BAP1 block 98 and HePTP inhibitor 5.
CC(=O)Nc1cc(-c2ccccc2)ccc1O was read as BAP1 block 100 and HePTP inhibitor -9.
O=C(CN1CCN(S(=O)(=O)/C=C/c2ccccc2)CC1)NC(=O)NCc1ccco1 was read as HePTP inhibitor -3.
`O=C(c1ccc(S(=O)(=O)N2CCCCCC2)cc1)N1CCN(c2ccccc2)CC1` gave HePTP inhibitor 6.
For C=CCn1c(SCC(=O)c2ccccc2)nnc1-c1ccc2c(c1)OCO2 the results were BAP1 block 71 and HePTP inhibitor -1.
O=C1CCCc2c1cc(C(=O)NC1CCSC1=O)c(=O)n2-c1ccccc1 (stereo not drawn) was read as HePTP inhibitor 4.
For CC(C)NC(=O)CN(c1ccc(Oc2ccccc2)cc1)S(C)(=O)=O the results were HePTP inhibitor 2.
CNC(=S)N(CCc1ccc(OC)c(OC)c1)C1CC(=O)N(c2ccccc2)C1=O (stereo not drawn) was read as HePTP inhibitor 4.
For Cc1ccccc1CNc1ncnc2c1ncn2C1OC(CO)C(O)C1O (stereo not drawn) the results were BAP1 block 83.
`CCOc1ccc(NC(=O)c2ccc(C#Cc3ccccc3)cc2)cc1` gave HePTP inhibitor 3.
For COc1ccc(-n2c(/C=C/c3c(C)n(C)c4ccc(OC)cc34)nc3ccccc3c2=O)cc1 the results were HePTP inhibitor 2.
`CC(=C/C(=O)O)/C=C/c1cccs1` gave BAP1 block 94 and HePTP inhibitor 3.
Screening O=C(O)c1cccc(S(=O)(=O)N2CCCC2)c1 returned BAP1 block 88 and HePTP inhibitor 8.
Screening CC(=O)c1c(C)oc2ccc(OC(=O)c3cccc(Cl)c3)cc12 returned HePTP inhibitor 2.
Screening Cc1cccc(N(C(=O)Cn2nnc3ccccc32)C(C(=O)NCc2ccco2)c2ccncc2)c1 (stereo not drawn) returned BAP1 block 84 and HePTP inhibitor 1.
For NC1=NC2(CCCCC2)N=C(Nc2ccc(Cl)cc2)N1 the results were HePTP inhibitor -2.
Screening COc1cccc2cc(C(=O)NCC3CCCO3)c(=O)oc12 (stereo not drawn) returned BAP1 block 100 and HePTP inhibitor -3.
Cc1cnc(NC(=O)c2ccc3c(c2)C(=O)N(Cc2ccco2)C3=O)s1 was read as BAP1 block 68 and HePTP inhibitor 2.
COc1ccc(-c2cc(C(F)(F)F)nc(NC3CCCC3)n2)cc1OC was read as HePTP inhibitor -4.
`CC(C)OC(=O)c1cccc(C(=O)Nc2ccc(I)cc2)n1` gave BAP1 block 55.
Screening CCn1c(COc2ccccc2C)nnc1SCC(=O)Nc1cc(C)on1 returned BAP1 block 82 and HePTP inhibitor 7.
For COc1ccc(N(CC(=O)N2CCc3ccccc32)S(=O)(=O)c2c(C)noc2C)cc1 the results were HePTP inhibitor -7.
Screening CCOC(=O)Cn1cc(-c2ccc([N+](=O)[O-])cc2)nc1SCc1ccccc1 returned BAP1 block 70.
Cn1nc(C(=O)N2CCCC2)c2ccccc2c1=O was read as BAP1 block 121 and HePTP inhibitor 11.
`O=C(COc1cccc(Cl)c1)Nc1ccc(OCc2ccccc2)cc1` gave HePTP inhibitor 5.
Screening Cc1cc(=O)oc2cc(OC/C(=N\O)c3ccc(Cl)cc3)c(Cl)cc12 returned HePTP inhibitor 0.
For CCOc1cc(C=C2C(=O)NC(=O)NC2=O)ccc1OCc1ccccc1 the results were HePTP inhibitor 4.
For CCN(CC(=O)Nc1c(C(=O)OC)[nH]c2ccc(Cl)cc12)c1ccc2c(c1)OCO2 the results were BAP1 block 105 and HePTP inhibitor 3.
CCOC(=O)c1c(NC(=O)Cc2ccc(OC)c(OC)c2)sc2c1CCCC2 was read as BAP1 block 88.
For CCCN(CCC)c1ccc(/C=N/NC(=O)Cc2ccccc2)cc1 the results were HePTP inhibitor 6.
CCOC(=O)c1cc(OCC(=O)NC(C)C(C)C)cc(C(=O)OCC)c1 (stereo not drawn) was read as BAP1 block 108 and HePTP inhibitor 5.
Screening O=C(O)c1ccc(N=Cc2ccc([N+](=O)[O-])s2)cc1 returned HePTP inhibitor 6.
For CCOc1ccc2[nH]c(=O)c(CN(CCO)C(=O)c3ccc(F)cc3)cc2c1 the results were HePTP inhibitor 7.
CCOc1ccc(C(=O)Nc2ccc(-c3nc4ccccc4s3)c(O)c2)cc1Cl was read as HePTP inhibitor -8.
`OCC1O[C@H](O)C(Cl)C(O)C1O` (stereo partly drawn) gave BAP1 block 92.
Screening CCOC(=O)CCCCC(=O)c1[nH]c(=O)[nH]c1CSc1nc(C)cc(=O)[nH]1 returned BAP1 block 76 and HePTP inhibitor -1.
Screening COC(=O)C(C)Sc1nnc2n(-c3cccc(C)c3)c(=O)c3c4c(sc3n12)CCCC4 (stereo not drawn) returned BAP1 block 90 and HePTP inhibitor 1.
CCCOc1cccc(C(=O)Nc2cc(NC(=O)c3cccc(OCCC)c3)cc(C(=O)O)c2)c1 was read as HePTP inhibitor 1.
`Cn1nnnc1SCC1=C(C(=O)O)N2C(=O)[C@@H](NC(=O)[C@H](O)c3ccccc3)[C@H]2SC1` gave BAP1 block 56.
CN1CCN(C(=O)c2ccccc2NC(=O)CN2C(=O)c3ccccc3C2=O)CC1 was read as HePTP inhibitor 7.
Screening O=C(COc1ccc(Cl)cc1)Oc1ccc2c(c1)oc(=O)c1ccccc12 returned HePTP inhibitor 1.

In the list so far, 4 contain a thiophene ring, fused or not.
`CC(=C/C(=O)O)/C=C/c1cccs1` gave BAP1 block 94 and HePTP inhibitor 3.
CCOC(=O)c1c(NC(=O)Cc2ccc(OC)c(OC)c2)sc2c1CCCC2 was read as BAP1 block 88.
Screening O=C(O)c1ccc(N=Cc2ccc([N+](=O)[O-])s2)cc1 returned HePTP inhibitor 6.
Screening COC(=O)C(C)Sc1nnc2n(-c3cccc(C)c3)c(=O)c3c4c(sc3n12)CCCC4 (stereo not drawn) returned BAP1 block 90 and HePTP inhibitor 1.

The list goes on.
Screening CCOc1cc(C2C(C#N)=C(N)OC(C)=C2C(C)=O)cc(Br)c1O (stereo not drawn) returned BAP1 block 56 and HePTP inhibitor 9.
For Cc1ccc(-c2cc(C(=O)Nc3ccncc3)c3ccccc3n2)cc1C the results were HePTP inhibitor 2.
Screening CNC(=O)CSCc1c(Cl)cccc1Cl returned BAP1 block 110 and HePTP inhibitor 8.
`CCOC(=O)C1=C(c2ccccc2)N=c2s/c(=C\c3cccnc3)c(=O)n2C1c1cccc(OC)c1OC` (stereo not drawn) gave HePTP inhibitor 8.
`CCN(CC)CCN1C(=O)C(O)=C(C(=O)/C=C/c2ccccc2)C1c1ccc(OC)cc1` (stereo not drawn) gave HePTP inhibitor 5.
Screening O=C(CN1CCCC1)Nc1ccc(-c2nc3cc(NC(=O)CN4CCCC4)ccc3o2)cc1 returned BAP1 block 320 and HePTP inhibitor -4.
For Cc1cc(N2C(=O)C(O)=C(C(=O)c3ccc(C)o3)C2c2cccs2)no1 (stereo not drawn) the results were BAP1 block 83 and HePTP inhibitor -6.
For COc1cc(/C=N/n2cnnc2)ccc1OC(=O)c1ccco1 the results were HePTP inhibitor 3.
COP(=O)(/C=C/c1ccccc1)C(O)c1ccc(F)cc1 (stereo not drawn) was read as BAP1 block 112 and HePTP inhibitor 4.
Nc1ccccc1SC1=C([N+](=O)[O-])CS(=O)(=O)C1 was read as HePTP inhibitor -1.

Arranged by SMILES length (descending): part of the list above.
Screening CC(=O)c1c(C)oc2ccc(OC(=O)c3cccc(Cl)c3)cc12 returned HePTP inhibitor 2.
Screening CCn1c(COc2ccccc2C)nnc1SCC(=O)Nc1cc(C)on1 returned BAP1 block 82 and HePTP inhibitor 7.
CN(C/C(O)=C(\C#N)c1ccccc1)C1CCCCC1 was read as BAP1 block 87 and HePTP inhibitor 6.

New compounds follow
Screening CCNc1cc2oc(=O)c(CN3CCOCC3)c(C)c2cc1C returned HePTP inhibitor 9.
Cc1ccccc1NS(=O)(=O)c1ccc(OCC(=O)NCc2ccco2)cc1 was read as BAP1 block 96 and HePTP inhibitor 6.
`CCOc1ccccc1NC(=O)CSc1nc2ccccc2o1` gave HePTP inhibitor -4.
Screening CC(=O)C(=Nc1ccc(C)cc1C)NNc1ccc(Cl)c(C(N)=O)c1 returned HePTP inhibitor 4.
For O=C(O)CSc1nnc(-c2ccco2)o1 the results were BAP1 block 114 and HePTP inhibitor 0.
`O=C(/C=C/c1ccccc1Cl)Nc1ccc([N+](=O)[O-])cc1` gave HePTP inhibitor 1.
COC(=O)c1c(NC(C)=O)sc(/C(C)=C/C#N)c1C was read as HePTP inhibitor 2.
`CCN1CCN(C(=O)c2cn(CC)c3ccc(S(=O)(=O)N(C)C)cc3c2=O)CC1` gave BAP1 block 88 and HePTP inhibitor 6.
O=C(c1ccc(N2CCN(C(=O)c3ccccc3Br)CC2)cc1)c1cccc(F)c1 was read as HePTP inhibitor 102*.
For COc1ccc(OC)c(C2C3=C(CCCC3=O)Nc3nc4ccccc4n32)c1 (stereo not drawn) the results were BAP1 block 51 and HePTP inhibitor 2.

Two entries drawn at random from the list so far:
Screening CC(=O)C(=Nc1ccc(C)cc1C)NNc1ccc(Cl)c(C(N)=O)c1 returned HePTP inhibitor 4.
O=C(c1ccc(N2CCN(C(=O)c3ccccc3Br)CC2)cc1)c1cccc(F)c1 was read as HePTP inhibitor 102*.

(continued)
CCOC(=O)C(Sc1n[nH]c(=O)[nH]c1=O)c1ccccc1 (stereo not drawn) was read as HePTP inhibitor -12.
Cc1cc(OCC(=O)Nc2ccc(Cl)cn2)ccc1Br was read as HePTP inhibitor 6.
Screening CCCNC(=O)c1sc2ccccc2c1Cl returned HePTP inhibitor 4.
`CCOC(=O)c1ccc(NC(=O)C(CC)Oc2ccccc2)cc1` (stereo not drawn) gave HePTP inhibitor 1.
`CC(OC(=O)c1ccncc1)C(=O)Nc1cccc(Cl)c1` (stereo not drawn) gave BAP1 block 90 and HePTP inhibitor -4.
